12-hLO inh: qHTS Assay for Inhibitors of 12-hLO (12-human lipoxygenase). purified 12-hLO, xylenol orange hydroperoxide absorbance. Potency, µM (doses to about 57.1 µM), for the others: at the highest dose activity change, negative = inhibition, usual class: inhibitors. 150,000 compounds, 0.12% hits. AID 1452, 2008; further: potency means the concentration at half of the fitted maximal effect; nearly all actives have a fitted effect of over 55% in size; many of its hits are not listed in these tables
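Hydroperoxide output read as Fe(III)-xylenol orange absorbance, 573-to-405 nm ratio, after 30 min reaction with 40 uM arachidonic acid. Enzyme: 150 nM purified human 12hLO, 15 min compound preincubation; 25 mM Hepes pH 7.0, room temperature.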
ALOX15B inhib: qHTS Assay for Inhibitors of 15-hLO-2 (15-human lipoxygenase 2); purified 15hLO-2, xylenol orange hydroperoxide absorbance; Potency, µM (highest dose often 57.1 µM), without a hit: at the highest dose activity change, negative = inhibition, actives largely listed as inhibitors; 110,000 compounds, 0.56% hits; further: potency means the concentration at half of the fitted maximal effect; nearly all actives have a fitted effect of over 60% in size; many of its hits are not listed in these tables
Target sequence (O15296 whole entry, looked up): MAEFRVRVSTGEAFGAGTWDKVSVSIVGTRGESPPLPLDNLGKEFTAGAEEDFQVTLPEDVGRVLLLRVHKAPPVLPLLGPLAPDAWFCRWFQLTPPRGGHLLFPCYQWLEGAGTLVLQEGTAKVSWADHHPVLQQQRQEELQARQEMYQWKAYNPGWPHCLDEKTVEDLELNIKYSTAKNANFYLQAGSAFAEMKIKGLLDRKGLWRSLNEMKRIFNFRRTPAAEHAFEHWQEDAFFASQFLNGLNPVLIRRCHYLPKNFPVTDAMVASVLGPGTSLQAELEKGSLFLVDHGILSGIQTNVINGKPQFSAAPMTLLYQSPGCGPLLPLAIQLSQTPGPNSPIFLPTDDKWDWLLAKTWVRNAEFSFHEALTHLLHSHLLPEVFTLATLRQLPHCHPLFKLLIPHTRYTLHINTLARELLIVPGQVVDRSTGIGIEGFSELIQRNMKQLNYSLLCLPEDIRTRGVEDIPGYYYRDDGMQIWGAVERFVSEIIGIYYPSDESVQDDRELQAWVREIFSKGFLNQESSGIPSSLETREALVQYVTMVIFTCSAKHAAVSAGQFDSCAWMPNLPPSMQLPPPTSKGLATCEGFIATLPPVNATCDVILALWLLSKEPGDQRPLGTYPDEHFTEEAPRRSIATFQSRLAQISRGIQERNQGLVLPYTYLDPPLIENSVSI
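Enzyme 50 nM, AA 45 uM, 25 mM Hepes pH 7.5 + 0.01% Triton X-100; cpd preinc 15 min RT, rxn 90 min RT; stop/detect with 200 uM XO + 300 uM Fe(II) in 50 mM H2SO4, 30 min; A573/A405.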
PNC assembly inh: High Content Assay for Compounds that inhibit the Assembly of the Perinucleolar Compartment. PC3M PTB-GFP, PNC prevalence imaging, 16 h; hits give low values. AID 2417, 2010. 140,000 compounds, 3.1% hits. activity change (PNC), negative = inhibition, % at 10 µM;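 active means readout at or below -70, meaning at least 70% loss of cells showing the perinucleolar compartment, a nuclear body marking cancer cells; inconclusive means readout between -30 and a set limit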;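 further: plate controls were DMSO wells for no effect and camptothecin positive control wells for full effect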
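Compounds are pinned in duplicate onto adhered PC3M cells stably expressing GFP-tagged PTB and incubated 16 h at 37 C. Cells are then fixed, nuclei stained with Hoechst, and PNC-positive cells counted.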
IMPase cell inh: qHTS Assay for Identifying the Cell-Membrane Permeable IMPase Inhibitors. Inositol monophosphatase 1 (Rattus norvegicus), P97697. CHO-M1 cells, IP1 accumulation, HTRF TR-FRET ratio. inhibition (IP1 accumulation), % at 46.1 µM. 120,000 tested, under 10 active; active means well fitted curve in the direction sought with a large enough effect in the signal ratio, not every such curve was filed as active; inconclusive means small, poorly fitted or top-dose-only effect, or a change in a side signal; inactive means no such curve, though single readings can be large or run the other way; the % refers to the signal ratio;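 further: cells stimulated with carbachol in lithium chloride buffer; plate controls were DMSO basal wells for no effect and reference inhibitor wells for full effect; higher means more IMPase inhibition seen as more IP1 and lower FRET ratio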
Target sequence (P97697 whole entry, looked up): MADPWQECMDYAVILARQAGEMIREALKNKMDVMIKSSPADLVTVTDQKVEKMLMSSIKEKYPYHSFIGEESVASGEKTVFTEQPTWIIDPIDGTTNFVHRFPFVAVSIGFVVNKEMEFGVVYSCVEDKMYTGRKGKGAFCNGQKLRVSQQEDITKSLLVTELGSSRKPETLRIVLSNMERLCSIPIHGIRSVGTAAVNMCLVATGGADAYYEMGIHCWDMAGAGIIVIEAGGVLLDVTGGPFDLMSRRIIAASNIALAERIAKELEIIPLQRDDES
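Elevated IP1 in lysates lowers TR-FRET signal (665/620 ratio and 620 channel reported). Cells were CHO-M1, given carbachol (50 uM as added) plus 50mM LiCl, pH 7.4, 30 min, 37C; compounds titrated up to 46 uM; AC50 by Hill equation.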
Numbers without * were called inactive; ? = inconclusive; . = not tested or not shown; [ ] = another dose, or the depositor's remark. Unless noted, the call rests on the fitted dose curve; in most records, active means well fitted curve in the direction sought with a large enough effect; inconclusive means small, poorly fitted or top-dose-only effect, or another doubt; inactive means no such curve, though single readings can be large; an effect the other way counts as inactive or inconclusive. Unless noted, on the % scale 0 is the no-effect control and ±100 the full control effect. A portion of the library. The share of hits here may be higher or lower than overall.

SMILES	12-hLO inh	ALOX15B inhib	PNC assembly inh	IMPase cell inh
O=C(Nc1cccc(Cl)c1)Nc1ccc2c(c1)OCO2	-10%	-4%	19	15
CN1CCN(S(=O)(=O)c2ccc3c(c2)OCCO3)CC1	-3%	7%	?	0
CC1(C)CC(=O)C2=C(C1)N(CC1CCCO1)C(=O)C2(NC(=O)c1cccnc1)C(F)(F)F (stereo not given)	1%	6%	?	10
Cc1nn(C)cc1CN(C)C(=O)CC12CC3CC(CC(C3)C1)C2	-2%	.	36	.
CCn1c(CNc2ccc(OC)cc2)nnc1SCC(=O)c1ccc(OC)cc1	-4%	-22%	?	15
O=C(COc1ccccc1Cl)N1CCCC1	-1%	9%	?	21
Cc1ccccc1-n1c(-c2cccnc2)n[nH]c1=S	-6%	-4%	5	3
Cc1cccc(C(=O)N/N=C/c2ccc(OCC(=O)N3CCCCC3)cc2)c1	-4%	-12%	20	7
O=C(/C=C/c1cccs1)c1ccc(Br)cc1	0%	2%	1	-11
COc1ccc(NS(=O)(=O)c2cc(NC(=O)c3ccco3)ccc2N2CCCCC2)cc1	1%	.	29	.
COc1ccc(CCNc2ncnc3c2oc2ccccc23)cc1OC	-4%	14%	-7	15
Cc1ccc(C)c(S(=O)(=O)N2CCCOC2CNC(=O)C(=O)NCCC2=CCCCC2)c1 (stereo not given)	-4%	.	-27	.
Cc1cc(C)cc(NC(=O)c2nnn(Cc3cc(C)ccc3C)c2N)c1	-13%	-12%	-5	8
CCOC(=O)c1cc(CC)sc1NC(=O)CC1Sc2ccc(C(F)(F)F)cc2NC1=O (stereo not given)	-3%	.	-20	.
CCOC(=O)C1CCN(C(=O)Nc2ccc3nc(-c4ccco4)c(-c4ccco4)nc3c2)CC1	-9%	-23%[11.4 µM]	?	0[1.84 µM]
CCN(CC)CCN1C(=O)C(=O)/C(=C(/O)c2ccc(OC(C)C)cc2)C1c1ccncc1 (stereo not given)	-4%	-2%	13	-3
COc1ccc(OCC(=O)N2CCN(S(=O)(=O)c3ccc(Cl)cc3)CC2)cc1	2%	-5%	19	-3
COc1ccc(CCNC(=O)CCCCCNc2nc(=S)[nH]c3ccccc23)cc1OC	-1%	.	-15	7
Cc1cccc(C)c1-n1c(SCC(=O)NCc2ccco2)nc2ccccc2c1=O	-4%	5%	57	9
CC1(C)CC(=O)c2sc(NS(=O)(=O)Cc3ccccc3)nc2C1	-7%	.	-4	-7
COc1cc(C(c2c(C)[nH][nH]c2=O)c2c(C)[nH][nH]c2=O)ccc1OS(=O)(=O)c1ccc(C)cc1	-5%	40%[activator]	-22	3
O=C(NCc1cccnc1)c1cccc(NC(=O)c2ccco2)c1	4%	.	?	-5
COc1ccc(Cn2c3nc4ccccc4nc3c3c(=O)n(Cc4ccco4)cnc32)cc1	?	?	-13	-5
CCOc1ccc(-n2c(=O)c3sccc3n(CC(=O)NCc3ccco3)c2=O)cc1	0%	-6%	6	-17
O=C(NCCc1c[nH]c2ccccc12)c1cccc(S(=O)(=O)Nc2ccccc2Cl)c1	-10%	.	-1	4
Cc1ccccc1Cn1c(CN2CCc3ccccc3C2)nc2c1c(=O)n(C)c(=O)n2C	-3%	.	-10	12
O=C(NC1CC1)C1C2C3C4CC5C3C5C4C12 (stereo not given)	-3%	2%	9	6
O=C(O)CSc1ncn[nH]1	-4%	3%	3	3
CC(C)CC(NC(=O)c1ccccc1)C(=O)N/N=C/c1ccco1 (stereo not given)	1%	.	?	.
Cc1cn(C2OC(COC(=O)c3ccccc3)C(O)C2O)c(=O)[nH]c1=O (stereo not given)	0%	2%	-89*	4
O=C(CCn1cnc2ccccc21)N/N=C/c1ccccc1O	-2%	.	-19	.
COC(=O)CC(=O)CSc1nc(C)cc(C)c1C#N	0%	-4%	5	?
CSCCC(NC(=O)COc1ccccc1)C(=O)N1CCN(c2ccccc2F)CC1 (stereo not given)	-9%	-8%	5	7
CCOC(=O)N=Nc1c(O)n(CC)c2ccccc12	1%	.	-9	.
COc1ccc(N2CCN(C(=O)C3CCCN(S(=O)(=O)c4cccc5cccnc45)C3)CC2)cc1 (stereo not given)	-4%	-3%	?	8
O=C1CCN2C=Nc3cccc4ccc1c2c34	-7%	-17%	15	-7
Cc1ccc(S(=O)(=O)N(Cc2ccccc2)c2ccccc2C(=O)NCc2cccnc2)cc1	0%	.	-12	.
CCCOc1ccc(OCCNC2CCCC2)cc1	-1%	7%	-8	14
S=C(c1ccc(-c2ccc(Cl)cc2)o1)N1CCCCC1	-28%	?	-4	6
O=C1c2ccccc2C(Nc2ccccc2F)N1c1cccnc1 (stereo not given)	2%	3%	3	2
Cc1ccc(Cn2nnc3c(=O)[nH]c(C4CCN(C(=O)c5cccs5)CC4)nc32)cc1	-17%	-9%	42	4
CC(C)(C)C(=O)Nc1ccc(C(=O)N/N=C/C2CC3C=CC2C3)cc1 (stereo not given)	12%	.	?	.
O=C(Cn1c(=O)oc2cc(S(=O)(=O)N3CCCCC3)ccc21)N1CCc2ccccc21	1%	-10%	11	-3
CCCC1CCc2c(sc(NC(=O)OCC)c2C#N)C1 (stereo not given)	-8%	.	-20	-5
COc1ccc(S(=O)(=O)N(C)CC(=O)N2CCCCCC2)cc1OC	-5%	0%	?	-3
Cc1cc2cc(CNS(=O)(=O)c3ccccc3)ccc2n1C	-2%	-8%	-10	-17
O=C(O)c1cn(-c2ccc(F)cc2)c2cc(N3CCNCC3)c(F)cc2c1=O	-6%	10%	.	.
O=C(CC(NS(=O)(=O)c1ccc(Cl)cc1)c1ccco1)NCc1cccnc1 (stereo not given)	-4%	-2%	?	7
CN(C)S(=O)(=O)c1ccc(C(=O)N2CCN=C2SCc2cccnc2)cc1	9%	2%	8	2
Cn1c(=O)cc(OCC(=O)N2CCCc3ccccc32)c2ccccc21	-1%	-1%	20	-2
COc1ccc(-n2c(SCC(=O)NCC3CCCO3)nc3ccccc32)cc1 (stereo not given)	-2%	3%	5	-3
O=C(Nc1ccc(C#Cc2ccccc2)cc1)C1CC1	-5%	1%	?	19
O=C(CN(Cc1ccccc1)S(=O)(=O)c1ccc2c(c1)OCCO2)N/N=C/c1ccc(F)cc1	-10%	-1%	56	8
CCOC(=O)c1oc2ccccc2c1CSc1nnc(-c2ccco2)o1	1%	7%	4	15
O=C(NC1CCCC1)c1cccnc1N1CCCCCC1	2%	-5%	38	?
CCOC(=O)C1CCN(C(=O)Cn2cccc2C(=O)c2ccccc2)CC1	-2%	4%	20	1
CCOc1ccc(C(=O)/C=C/c2ccccc2C(F)(F)F)cc1	3%	20%	45	?
CC1(C)CC(=O)c2cc(OCC(=O)NCCN3CCOCC3)ccc2O1	4%	4%	44	-5
CC[C@@]1([N+](=O)[O-])C[C@H]2C=C[C@@H]1C2	2%[11.4 µM]	68%[activator][11.4 µM]	.	.
CCOC(=O)Cc1csc(NC(=O)CSc2nnc(C)n2C)n1	7%	-1%	-7	-7
The list goes on:
SMILES	12-hLO inh	ALOX15B inhib	PNC assembly inh	IMPase cell inh
CCOC(=O)c1c(NC(=O)CN2CCOCC2)sc2c1CCCC2=O	-3%	-8%	-13	-9
COC(=O)c1ccccc1NC(=O)Oc1ccc(F)cc1	1%	-6%	-5	-4
Cc1c(NC(=O)NC(=O)c2ccc(F)cc2)c(=O)n(-c2ccccc2)n1C	-7%	-1%	-4	10
N#CC1=C(N)OC2=C(C(=O)CCC2)C1c1ccsc1 (stereo not given)	1%	-2%	-29	-5
CCN=C1S/C(=C\c2ccc(Sc3ccc(Cl)cc3)o2)C(=O)N1CC	-2%	-12%	-4	-27
c1coc(-c2ncc[nH]2)c1	-2%	8%	-97*	1
COc1cc2c(cc1OC)CN(CC(=O)Nc1ccc3c(c1)OC(F)(F)O3)CC2	-11%	13%	34	0
Cc1ccc2nc3c(c(C(=O)O)c2c1)CCC3	-5%	-1%	-1	-12
CCN1CCN(C(=O)C2CCN(C(=O)c3cc4sccc4n3CC)CC2)CC1	6%	1%	13	6
CCCNC(=O)C1CC(=O)N(c2ccc(OCC(=O)Nc3cc(C)cc(C)c3)cc2)C1 (stereo not given)	1%	-20%	?	3
Cn1cccc1C(=O)N1CCC2(CCCN(C(=O)Nc3ccccc3)C2)CC1	2%	5%	.	.
Nc1ccccc1SCC(=O)Nc1ccc(N2CCOCC2)cc1	-12%	-4%	2	10
CC(C)NS(=O)(=O)c1ccc(CCC(=O)Nc2ccc3c(c2)OCCO3)cc1	3%	.	-7	0
Clc1ccc(-n2nnnc2-c2cnc(-c3ccncc3)nc2-c2cccs2)cc1	1%	.	9	0
Cc1csc(NC(=O)CSc2ncn(-c3ccccc3)n2)n1	-9%	-6%	3	-5
COC(=O)[C@H](C)NC(=O)Nc1ccccc1F	0%	19%	?	-4
COc1ccccc1Nc1nc(N)nc(CN2CCCCCC2)n1	5%	19%	-18	3
Cc1cc(O)c(C=Nc2cccc(Cl)c2)c(=O)o1	-8%	.	-1	-5
COc1cc(C2CC(=O)n3c(nc4ccccc43)S2)cc(OC)c1OC (stereo not given)	4%	.	-98*	-5
Brc1ccc(-c2nc3ncccn3c2Nc2ccc3c(c2)OCCO3)o1	-6%	-23%	61	6
CC(C)NC(=O)COC(=O)c1ccccc1Oc1ccccc1	-4%	-8%	?	4
O=C(c1ccccc1)c1cc(-c2ccccc2)on1	0%	13%	23	5

Arranged by number of heavy atoms (lowest first): 3 of the compounds above
SMILES	12-hLO inh	ALOX15B inhib	PNC assembly inh	IMPase cell inh
O=C(O)CSc1ncn[nH]1	-4%	3%	3	3
Cc1ccc2nc3c(c(C(=O)O)c2c1)CCC3	-5%	-1%	-1	-12
Cc1ccccc1Cn1c(CN2CCc3ccccc3C2)nc2c1c(=O)n(C)c(=O)n2C	-3%	.	-10	12

Arranged by SMILES length (high to low): part of the list above.
SMILES	12-hLO inh	ALOX15B inhib	PNC assembly inh	IMPase cell inh
COc1ccc(N2CCN(C(=O)C3CCCN(S(=O)(=O)c4cccc5cccnc45)C3)CC2)cc1 (stereo not given)	-4%	-3%	?	8
Cc1ccc(S(=O)(=O)N(Cc2ccccc2)c2ccccc2C(=O)NCc2cccnc2)cc1	0%	.	-12	.
CCCNC(=O)C1CC(=O)N(c2ccc(OCC(=O)Nc3cc(C)cc(C)c3)cc2)C1 (stereo not given)	1%	-20%	?	3
CCOc1ccc(-n2c(=O)c3sccc3n(CC(=O)NCc3ccco3)c2=O)cc1	0%	-6%	6	-17
CC(C)NS(=O)(=O)c1ccc(CCC(=O)Nc2ccc3c(c2)OCCO3)cc1	3%	.	-7	0
Cc1cccc(C)c1-n1c(SCC(=O)NCc2ccco2)nc2ccccc2c1=O	-4%	5%	57	9
CCN1CCN(C(=O)C2CCN(C(=O)c3cc4sccc4n3CC)CC2)CC1	6%	1%	13	6
CCN=C1S/C(=C\c2ccc(Sc3ccc(Cl)cc3)o2)C(=O)N1CC	-2%	-12%	-4	-27
CCOC(=O)C1CCN(C(=O)Cn2cccc2C(=O)c2ccccc2)CC1	-2%	4%	20	1
Brc1ccc(-c2nc3ncccn3c2Nc2ccc3c(c2)OCCO3)o1	-6%	-23%	61	6
CCOC(=O)c1oc2ccccc2c1CSc1nnc(-c2ccco2)o1	1%	7%	4	15
COc1ccc(CCNc2ncnc3c2oc2ccccc23)cc1OC	-4%	14%	-7	15
Nc1ccccc1SCC(=O)Nc1ccc(N2CCOCC2)cc1	-12%	-4%	2	10
Cc1cc(O)c(C=Nc2cccc(Cl)c2)c(=O)o1	-8%	.	-1	-5
CCCC1CCc2c(sc(NC(=O)OCC)c2C#N)C1 (stereo not given)	-8%	.	-20	-5
O=C(NC1CC1)C1C2C3C4CC5C3C5C4C12 (stereo not given)	-3%	2%	9	6
c1coc(-c2ncc[nH]2)c1	-2%	8%	-97*	1

Assay outcomes: PubChem, National Center for Advancing Translational Sciences (NCATS)
